VCAM1 TNFa inh: inhibitors of TNFa-induced VCAM1 expression, primary screen, imaging, HUVEC, TNFa stimulus, immunofluorescence; HUVEC TNFa-induced VCAM-1 immunofluorescence, high-content imaging; inhibition, % at 2 µM; actives 0.48% (n = 95,000);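 active = inhibition above the batch mean plus 3 SD, with images confirmed as a hit by eye, cut at about 37% in these data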;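 also: 0% = TNF-stimulated DMSO wells and 100% = unstimulated control wells; not every result past the cut was called active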
PLK1 kinase inh: human PLK1 kinase inhibitors, primary screen, biochemical, TR-FRET; Serine/threonine-protein kinase PLK1 (Homo sapiens), P53350; AID 619, 2007; actives 0.53% (n = 97,000); inhibition, % at 10 µM; recombinant PLK1 kinase, TR-FRET peptide phosphorylation;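 active = inhibition of 50% or more in the single-concentration screen; inactive = inhibition below 50%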;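 also: 0% = DMSO max control and 100% = H-89 dihydrochloride min control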
HUVEC tox IL1B: cytotoxicity in IL-1B stimulated HUVEC, primary screen, cytotoxicity control for IL-1B NFkB translocation project, imaging, Hoechst nuclear count, IL-1B stimulus; HUVEC cell count loss; cell count reduction, % at 2 µM; actives 0.41% (n = 94,000); AID 845, 2007;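 active = cell count reduction more than 3 SD above the screen-wide mean, cut at about 70% in these data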;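 also: normalized per plate to untreated control cells as the no-loss baseline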
hDAT+cocaine: changed hDAT dopamine uptake under cocaine IC80, either direction, primary screen, cocaine antagonist project, cell-based, LLC-PK1 hDAT, [14C]-dopamine uptake, MLSMR | B-score at 10 µM | Sodium-dependent dopamine transporter (Homo sapiens), Q01959 | LLC-PK1 hDAT cells, [14C]-dopamine uptake with cocaine IC80; actives deviate in either direction | AID 449768, 2010 | actives 1.3% (n = 110,000);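 active = Z score or B-score, a plate-position-corrected score, falls beyond the plate's 99.7% confidence bounds, in either direction; inactive = both scores lie inside the 99.7% bounds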;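 also: scored against the spread of the other compound wells on the same plate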
Target sequence (Q01959 whole entry, looked up): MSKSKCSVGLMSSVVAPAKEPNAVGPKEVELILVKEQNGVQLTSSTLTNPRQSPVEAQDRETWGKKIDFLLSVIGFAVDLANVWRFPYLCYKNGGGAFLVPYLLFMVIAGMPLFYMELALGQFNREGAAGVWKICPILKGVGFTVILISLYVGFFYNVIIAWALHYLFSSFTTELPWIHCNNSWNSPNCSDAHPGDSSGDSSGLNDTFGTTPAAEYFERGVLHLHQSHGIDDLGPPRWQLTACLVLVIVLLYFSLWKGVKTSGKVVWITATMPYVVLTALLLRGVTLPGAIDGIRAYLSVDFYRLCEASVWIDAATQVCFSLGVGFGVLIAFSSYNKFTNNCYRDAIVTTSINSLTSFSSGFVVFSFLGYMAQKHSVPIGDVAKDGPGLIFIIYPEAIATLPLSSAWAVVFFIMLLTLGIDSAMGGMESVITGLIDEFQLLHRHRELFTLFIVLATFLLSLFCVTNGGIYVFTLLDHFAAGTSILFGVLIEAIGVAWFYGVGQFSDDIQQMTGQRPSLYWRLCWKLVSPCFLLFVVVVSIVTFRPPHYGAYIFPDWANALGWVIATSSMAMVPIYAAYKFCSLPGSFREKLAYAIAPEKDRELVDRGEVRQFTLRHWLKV
Plk1 PBD FP: Plk1 polo box domain binding inhibitors, primary screen, biochemical, fluorescence polarization | Serine/threonine-protein kinase PLK1 (Homo sapiens), P53350 | Plk1 PBD phosphopeptide binding | inhibition, %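 (tested at about 20 µM)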 | actives 0.13% (n = 97,000) | AID 693, 2007; in the data active = inhibition above about 34%, passing the limit was not always enough
Ecoli WT expand: growth inhibitors of wild-type E. coli, primary screen, strain BW25113, expanded library, OD600. AID 710, 2007. growth inhibition, % at 100 µM. actives 0.15% (n = 98,000). OD600 absorbance;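 active = growth inhibition above about 50% at one test dose, limit read from the data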;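 also: growth measured after 20 h incubation at 37 °C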
HUVEC tox TNFa: cytotoxicity in TNFa-stimulated HUVEC, primary screen, cytotoxicity control for VCAM1 expression modulator project, imaging, Hoechst nuclei count | cell count reduction, % at 2 µM | HUVEC TNFalpha-stimulated, Hoechst cell count | actives 0.17% (n = 93,000);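 active = cell count reduction exceeding the screen mean by over 5 SD, scaled to untreated wells per plate, cut at about 78% in these data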;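 also: cells counted after 24 h of TNF alpha exposure following the 1 h pretreatment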
sEH inh: soluble epoxide hydrolase inhibitors, primary screen, biochemical, human sEH | inhibition, % at 2 µM | AID 707, 2007 | Bifunctional epoxide hydrolase 2 (Homo sapiens), P34913 | actives 0.34% (n = 91,000) | recombinant human sEH enzymatic activity assay; in the data active = inhibition above about 80%; also: values of inactives mirror those of a sister screen read the other way; many of its hits are not listed in these tables
F-actin modifier: modifiers of F-actin cytoskeleton organization, primary screen, imaging, HUVEC, phalloidin staining, high-content imaging; actives 0.18% (n = 91,000); HUVEC TNFa F-actin phalloidin imaging; AID 836, 2007; inhibition, % at 2 µM;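 active = inhibition above the batch mean plus 3 SD and confirmed as a hit by visual image inspection, cut at about 30% in these data, passing the limit was not always enough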; also: strong numbers were not always called active
* marks the source's active call; other numbers are inactive results; . = no result given.

smiles,VCAM1 TNFa inh,PLK1 kinase inh,HUVEC tox IL1B,hDAT+cocaine,Plk1 PBD FP,Ecoli WT expand,HUVEC tox TNFa,sEH inh,F-actin modifier
CSCCC(NC(N)=O)C(=O)NCc1ccc(Cl)cc1 (stereo unspecified),1,-11,-5,-1,-15,-3,-9,-6,3
CCOC(=O)c1cnn(-c2ccccc2)c1-c1ccccc1,-3,-5,-44,-0.42,-2,5,9,-1,-45
CC(=O)Nc1ccc(Cl)cc1C(=O)O,3,-2,-12,0.92,1,-5,-10,-2,19
CC(=O)C1=C(O)C(=O)N(CC(=O)O)C1c1ccccc1Cl (stereo unspecified),10,-15,-1,-0.16,15,0,-21,6,-4
CC(C)NS(=O)(=O)c1ccc(OCC(=O)NCc2cccnc2)cc1,9,-10,23,-0.36,-19,4,-33,6,8
c1ccc(C2=Nn3c(nnc3-c3ccncc3)SC2)cc1,-8,3,-4,-0.18,7,-8,7,3,11
O=S(=O)(c1ccc(F)c(F)c1)N1CCN(Cc2ccc3c(c2)OCO3)CC1,-2,-2,-4,-0.15,-8,-1,-9,21,1
COC(=O)C1C(=O)OC(C)(C)C1C(C)C(=O)c1ccccc1 (stereo unspecified),3,-25,19,-0.11,5,4,35,-2,-4
COc1ccc(/C=N/N=C2/NC(=O)C(c3ccccc3)S2)c(OC)c1 (stereo unspecified),-2,-4,-39,-0.3,-10,0,-7,24,17
O=C(CN1C(=O)CC(c2ccccc2)=Nc2ccccc21)NCc1ccccc1,-19,-11,6,0.054,-11,.,29,4,4
COc1cccc(-n2nnc3c(=O)n(CC(=O)OCc4ccccc4)cnc32)c1,8,-16,-25,0.44,-20,.,-10,6,-4
N=C1C(c2nc(-c3ccc(Cl)cc3)cs2)=C(O)CN1CCCN1CCOCC1,4,40,2,-0.37,-21,-3,3,11,15
Cc1ccc(NC(=O)N2CCc3ccccc3C2)cc1,12,-15,-3,-0.081,-33,-3,-6,30,2
Cc1ccc(-c2nc(C)sc2CC(=O)O)cc1,2,-14,7,-1.1,10,-19,-9,0,7
Cc1[nH]nc2ncc(C(=O)c3ccccc3O)cc12,-38,40,-24,-0.36,-20,5,-68,7,20
O=C(c1cn(CC(=O)N2CCCCC2)c2ccccc12)C1CC1,-10,3,15,-0.15,-15,5,-26,-1,-6
CC(=O)c1c(O)cc(=O)n(-c2ccccc2)c1-c1cccc2ccccc12,6,-5,-5,0.37,11,5,5,-13,.
CCCCn1c(SCc2cccnc2)nc2c1c(=O)n(C)c(=O)n2C,3,1,-4,0.5,-9,-4,-46,4,12
O=S1(=O)CCC(NS(=O)(=O)c2cccc3cccnc23)C1 (stereo unspecified),-1,-9,-14,0.29,0,-4,17,4,-2
Cc1ccc(OCc2nc(-c3ccccn3)n[nH]2)cc1,-7,-12,11,0.27,-9,23,6,-2,3
COCCNS(=O)(=O)c1cccc2cccnc12,9,-16,-16,-2.7*,23,0,-21,-4,5
CCn1c2ccccc2c2nnc(SCC(=O)NC(CC(C)C)C(=O)OC)nc21 (stereo unspecified),1,-14,31,0.72,3,4,-23,2,5
COC(=O)c1sc2cnccc2c1N,15,31,78*,1.1,3,36,-24,-15,6
C=CCN(CC=C)S(=O)(=O)c1ccc2nc(NC(=O)C(C)C)sc2c1,20,-6,-8,1.5,0,5,-1,14,4
O=C(Nc1ccc(N2CCN(C(=O)c3ccc(Cl)cc3)CC2)cc1)c1cc2ccccc2o1,-5,-3,-47,-0.46,13,-7,-11,2,14
Cc1cnc(C(=O)Nc2ccc(N3CCN(C(=O)OC(C)(C)C)CC3)cc2)cn1,-6,-6,1,-0.3,10,-2,4,3,-13
N#Cc1ccsc1NC(=O)CSc1ncnc2ccccc12,19,-7,0,-0.11,18,3,-6,.,12
Cc1cc2nsnc2c(S(=O)(=O)NCC(=O)O)c1C,15,12,-18,-0.71,-15,.,9,.,-7
CCCCC(=O)Nc1ccc(C(=O)N2CCC(C(=O)OCC)CC2)cc1,-1,-14,-3,-1.5,27,-10,-31,-4,18
O=C(N/N=C\c1cn[nH]c1-c1ccccc1)c1cccnc1,-32,-4,-18,-0.11,-5,2,.,10,5
Cc1ccc(N(CCCCN2C(=O)c3ccccc3C2=O)C(=O)c2cccs2)cc1,13,-14,7,-0.22,16,-17,6,-2,-19
Cc1cc(Nc2ccccc2)n(-c2ccc(Br)cc2)n1,7,2,-24,-0.19,-8,-2,-39,0,.
Cc1ccc(S(=O)(=O)NNC(=O)c2sc3nc(C)cc(C)c3c2-n2cccc2)cc1,7,-9,5,1.5,19,12,-24,-14,30
CCn1c(O)c(C=Nc2ccccc2)n(-c2ccccc2)c1=S,2,-9,9,0.045,1,-7,-26,-2,4
c1ccc2nc(-c3ccc(N4CCOCC4)cc3)ccc2c1,.,-19,.,0.016,3,-3,.,.,.
O=C(CCN1CCOCC1)c1ccccc1,-5,-9,4,-0.81,-1,8,-5,-17,1
O=C(Nc1nc(-c2ccccc2)cs1)C1CCCN(S(=O)(=O)c2ccccc2)C1 (stereo unspecified),18,-12,-6,1.7,2,-14,7,1,26
Cc1cccc(-n2nnnc2SCc2csc(-c3ccccc3)n2)c1,12,-3,-21,-0.41,21,.,88*,7,-6
O=C(OCC(=O)N1CCN(C(=O)c2ccco2)CC1)c1cc(-c2ccc(F)cc2)nc2ccccc12,1,-4,-17,-0.011,5,-6,-6,7,15
O=S(=O)(NC1CC1)c1ccc(S(=O)(=O)N2CCN3CCCC3C2)cc1 (stereo unspecified),15,53*,0,-0.61,0,8,30,5,0
c1ccc(-n2ncc3c(N4CCN(c5ccccn5)CC4)nc(N4CCCCCC4)nc32)cc1,14,-26,-49,0.29,-18,-11,-21,-2,14
CCOC(=O)C1=C(C)Nc2sc(C(=O)c3ccc(Br)cc3)c(N)c2C1c1ccc(C(=O)OC)cc1 (stereo unspecified),-1,-19,7,2.4*,31,-19,-16,5,-14
CN(C)C(/C=C/Nc1ccc(F)cc1F)=C(C#N)C#N,.,-7,.,-0.04,-1,0,.,.,.
CSc1nc2ccc3nc(NC(=O)c4ccc(C)cc4)sc3c2s1,1,-19,9,.,-3,3,-43,.,6
CCOC(=O)C1CCN(C(=O)c2cc(S(=O)(=O)N3CCOCC3)c(Cl)cc2Cl)CC1,0,6,12,0.32,-2,-4,1,12,-43

Overlap with the part before: two entries, then new ones.
smiles,VCAM1 TNFa inh,PLK1 kinase inh,HUVEC tox IL1B,hDAT+cocaine,Plk1 PBD FP,Ecoli WT expand,HUVEC tox TNFa,sEH inh,F-actin modifier
CSc1nc2ccc3nc(NC(=O)c4ccc(C)cc4)sc3c2s1,1,-19,9,.,-3,3,-43,.,6
CCOC(=O)C1CCN(C(=O)c2cc(S(=O)(=O)N3CCOCC3)c(Cl)cc2Cl)CC1,0,6,12,0.32,-2,-4,1,12,-43
COc1ccc(NS(=O)(=O)c2cc(OC)ccc2NC(=O)c2cc(C)oc2C)cc1,18,-19,22,-0.24,27,-3,28,-5,-23
CC1CCc2cc(F)ccc2N1C(=O)c1cnc2sccn2c1=O (stereo unspecified),13,-3,-20,-0.26,-14,-4,-27,3,9
COc1ccc(-c2nc3ccccc3c(=O)n2N)cc1,-2,-6,-120,0.63,22,4,9,4,-16
COc1ccc(Cc2noc(-c3ccc(OC)c(OC)c3)n2)cc1OC,18,-5,-16,2,-13,-1,48,-5,-30
Cc1ccc(C(=O)O)cc1S(=O)(=O)N1CCSCC1,8,82*,-22,-9.1*,-1,-8,-33,-10,55
c1ccc(-c2ccnc3nc(-n4cccc4)nn23)cc1,11,-15,-16,-0.37,-20,-10,-6,0,-5
CN1CCN(S(=O)(=O)c2ccc(Cc3ccc(S(=O)(=O)N4CCN(C)CC4)cc3)cc2)CC1,2,-20,55,-1.1,-24,8,2,1,0
CCOC(=O)C1=C(C)NC(C)=C(C(=O)OCC)C1C(=O)OCC(=O)N1CCCCC1CC (stereo unspecified),1,-11,-7,3,-6,-8,-17,2,0
O=C1CC(N2CCOCC2)C(=O)N1c1cccc(Cl)c1 (stereo unspecified),-11,1,14,-0.9,-1,6,-2,-15,2
CCOP(=O)(OCC)c1nc(/C=C/c2ccccc2)oc1NCc1ccccc1,11,-30,-14,2.2,-10,-6,-16,-20,-15
COc1cc(C2C(C#N)=C(N)N(c3cccnc3)C3=C2C(=O)CCC3)ccc1O (stereo unspecified),-4,-10,-30,0.098,-36,9,-6,8,-5
Cc1onc(-c2ccccc2)c1C(=O)Nc1ccnn1C1CCCCC1,6,-9,1,-1,11,2,-26,1,-2
Cc1cnc(C(=O)Nc2ccccc2-c2ccc(C)o2)cn1,0,-9,-39,0.19,-17,-6,-4,0,-18
O=C(NCSC1=NCCS1)c1ccccc1,-14,-5,-25,-0.95,10,0,2,-23,-2
CCOc1cc2[nH]c(=O)n(CCCC(=O)NCc3ccco3)c(=O)c2cc1OCC,-2,-18,-8,-0.77,-19,-2,-14,4,-7
O=S(=O)(c1ccc(Nc2ccc3c(c2)OCO3)nc1)N1CCOCC1,-4,-10,-3,.,-4,-6,-11,.,-17
CC(C)Cn1c(Cc2ccccc2)n[nH]c1=S,12,-12,3,-1,-1,12,12,7,6
COc1cccc(C2C(C(=O)OC(C)C)=C(C)Nc3ncnn32)c1 (stereo unspecified),2,2,-4,0.22,11,-9,-16,4,46
COc1cc(Cl)c(S(=O)(=O)n2cnc(C)c2)cc1Cl,11,-15,-20,-0.45,11,.,-10,-6,-15
O=C(CC(c1ccccc1)c1ccccc1O)NCc1ccco1 (stereo unspecified),-8,-9,2,1,10,-1,-6,-6,7
CCOc1cc2[nH]c(=S)n(CC3CCCO3)c(=O)c2cc1OCC (stereo unspecified),9,-12,6,1.7,11,3,12,1,-18
CC(C)N(Cc1nc(-c2ccccc2)no1)C(=O)COc1ccccc1,8,-15,-15,0.081,3,2,9,-19,-1
Cc1ccc(Cl)cc1N1CCN(C(=O)COc2ccc(S(=O)(=O)NC(C)C)cc2)CC1,0,-3,12,-0.014,-18,-14,-13,.,-5
COc1ccc(-c2noc(-c3ccccc3C(=O)NCc3ccco3)n2)cc1OC,3,-7,16,0.98,-1,-10,-6,-2,4
COC(=O)c1cn(CC(=O)N2CCCCC2C)c2ccccc12 (stereo unspecified),4,-11,-6,0.06,-4,-1,8,-2,11
O=C(NC1CCCC1)C1CCCN(S(=O)(=O)c2cccc3cccnc23)C1 (stereo unspecified),9,-9,-19,1.5,-6,6,-24,17,10
Cc1ccc(Cn2nc(C)c(NC(=O)c3nn(C)cc3Cl)c2C)cc1,-35,-11,-4,1.2,-1,.,.,4,-2
O=C(CN(CCN1CCOCC1)C(=O)Cn1nnc(-c2ccc(F)cc2)n1)NC1CCCCC1,-11,-8,-24,1.1,-2,-5,-50,-11,-6
